GluA2 TARP mod: modulators of GluA2-stargazin AMPA receptor complexes, primary screen, cell-based, membrane potential dye. HEK293 GluA2+stargazin, membrane potential dye (FDSS), glutamate EC50; hits were called plate by plate, in both directions. hit rate 3.5% among 40,000. calls only at 30 µM. AID 1259245, 2017. Voltage-dependent calcium channel gamma-2 subunit (Mus musculus) + Glutamate receptor 2 …;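 active = any of four per-well response measures lying three or more SD from its plate-wide compound average, in either direction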
Target sequence (O88602 whole entry, looked up): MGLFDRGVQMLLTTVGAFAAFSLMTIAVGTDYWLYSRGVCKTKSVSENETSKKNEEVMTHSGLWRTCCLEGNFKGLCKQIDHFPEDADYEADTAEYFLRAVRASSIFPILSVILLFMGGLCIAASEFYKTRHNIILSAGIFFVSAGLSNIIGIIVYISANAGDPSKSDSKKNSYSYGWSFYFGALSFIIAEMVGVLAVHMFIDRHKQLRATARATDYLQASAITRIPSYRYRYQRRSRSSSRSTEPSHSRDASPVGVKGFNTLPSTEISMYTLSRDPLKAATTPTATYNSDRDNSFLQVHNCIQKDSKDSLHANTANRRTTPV
Target sequence (P19491 whole entry, looked up): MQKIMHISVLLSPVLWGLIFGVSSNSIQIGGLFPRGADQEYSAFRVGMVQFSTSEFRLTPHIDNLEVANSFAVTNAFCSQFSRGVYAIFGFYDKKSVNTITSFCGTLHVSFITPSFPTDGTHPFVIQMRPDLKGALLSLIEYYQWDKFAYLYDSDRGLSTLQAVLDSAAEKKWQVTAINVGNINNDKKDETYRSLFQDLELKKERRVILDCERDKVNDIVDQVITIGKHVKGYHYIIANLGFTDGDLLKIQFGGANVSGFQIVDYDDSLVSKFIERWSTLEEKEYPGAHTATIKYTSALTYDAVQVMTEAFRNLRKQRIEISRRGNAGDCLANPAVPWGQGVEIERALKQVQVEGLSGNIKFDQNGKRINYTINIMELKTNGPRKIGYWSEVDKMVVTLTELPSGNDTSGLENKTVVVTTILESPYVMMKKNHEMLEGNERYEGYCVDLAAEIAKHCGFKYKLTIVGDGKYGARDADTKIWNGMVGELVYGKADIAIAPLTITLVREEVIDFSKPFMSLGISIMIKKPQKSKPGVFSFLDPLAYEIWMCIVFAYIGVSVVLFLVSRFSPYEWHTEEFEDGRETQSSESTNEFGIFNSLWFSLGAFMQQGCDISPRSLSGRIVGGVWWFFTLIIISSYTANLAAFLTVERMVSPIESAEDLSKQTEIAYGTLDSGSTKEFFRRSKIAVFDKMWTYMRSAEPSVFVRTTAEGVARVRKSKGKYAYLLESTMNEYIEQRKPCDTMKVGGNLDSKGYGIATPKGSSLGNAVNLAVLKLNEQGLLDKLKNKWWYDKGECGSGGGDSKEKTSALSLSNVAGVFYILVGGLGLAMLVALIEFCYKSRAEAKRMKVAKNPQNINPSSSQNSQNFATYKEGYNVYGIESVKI
GluA2 TARP mod agonism max-min: further read-out of GluA2 TARP mod, marked with its call; compound max-min signal; compound-alone response (agonism);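 unitless range of fluorescence divided by baseline over first 100 seconds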
GluA2 TARP mod glutamate slope: also measured in GluA2 TARP mod; calls as there; glutamate slope, % of max; measured here: glutamate response slope, % max;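 scaled per plate between vehicle wells and maximal 1 mM glutamate control wells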
Starred values were filed as active, the others as inactive; i = inactive; + = active, no number; & = joins results of further samples.

The opening two records, to show the layout:
GluA2 TARP mod	structure	GluA2 TARP mod agonism max-min	GluA2 TARP mod glutamate slope
i	COc1ccc(S(=O)(=O)N2CCCOC2CNC(=O)C(=O)NCCC(C)C)cc1C (configuration not stated)	0.045	66
i	Cc1nn(-c2ccc(F)cc2)c2ncc(C(=O)NCc3ccccc3Cl)c(Cl)c12	0.029	33

Main list, repeating the preview:
GluA2 TARP mod	structure	GluA2 TARP mod agonism max-min	GluA2 TARP mod glutamate slope
i	COc1ccc(S(=O)(=O)N2CCCOC2CNC(=O)C(=O)NCCC(C)C)cc1C (configuration not stated)	0.045	66
i	Cc1nn(-c2ccc(F)cc2)c2ncc(C(=O)NCc3ccccc3Cl)c(Cl)c12	0.029	33
i	CCOC(=O)c1cn(CC(=O)Nc2ccc(OCC)cc2)c2nc(C)ccc2c1=O	0.15	53
i	Cc1ccc(Cl)cc1S(=O)(=O)NCc1ccsc1	0.096	26
i	O=C(Nc1ccc(Br)cc1F)c1ccc(=O)n(Cc2cccc([N+](=O)[O-])c2)c1	0.12	44
i	CS(=O)(=O)N1CCC(C(=O)NC2CCCCC2N2C(=O)CSC2=O)CC1 (configuration not stated)	0.085	64
i	CCOc1cccc2sc(N(Cc3ccccn3)C(=O)C3CCCN(S(C)(=O)=O)C3)nc12 (configuration not stated)	0.076	56
i	Cc1csc(NC(=O)Cc2csc(Nc3ccc(F)cc3)n2)n1	0.22	42
i	Cc1ccc(N2CC(c3nc4ccccc4n3C(C)C)CC2=O)cc1 (configuration not stated)	0.057	71
i	O=C(C1CCN(c2ccc(-c3cccs3)nn2)CC1)N1CCc2ccccc21	0.12	52
i	O=c1cc(-c2ccccc2)nc(SCc2nc(-c3cccs3)no2)[nH]1	0.093	52
i	Cc1c(Cl)cccc1S(=O)(=O)Nc1ccc(CC(=O)N2CCCC2)cc1	0.14	50
i	CCOc1ccc(-c2nc(NC(=O)C3CCCN3S(C)(=O)=O)sc2C)cc1 (configuration not stated)	0.17	63
i	Cc1cccc(-n2ncc3c(=O)[nH]c(-n4nc(C)cc4NC(=O)c4ccccc4C(F)(F)F)nc32)c1	0.065	51
i	O=C(COc1cccc(Cl)c1)NCCOc1ccc2nnc(-c3ccc(F)cc3)n2n1	0.073	60
i	O=C(CSc1nc(=O)n(CCO)c2c1CCCC2)Nc1nccs1	0.035	52
i	COC(=O)c1ccc(NC(=O)C(=O)NCC(c2cccn2C)N2CCCCCC2)cc1 (configuration not stated)	0.064	56
i	Cc1cc(-c2nnc(NC(=O)C3COc4ccccc4O3)o2)nn1C (configuration not stated)	0.067	42
i	COCCn1c(=O)c2c(nc3n(-c4cc(C)ccc4C)c(C)cn23)n(C)c1=O	0.1	60
i	O=C(Cc1ccc(F)cc1)NCC1CCN(Cc2ccsc2)CC1	0.024	21
i	COc1cccc(-c2nc(COC(=O)c3nnn(-c4ccc(F)cc4)c3C)c(C)o2)c1OC	0.035	87
+	N#Cc1ccc(NC(=O)CSc2ncc(S(=O)(=O)c3cccs3)c(N)n2)cc1	0.22*	58*
i	COc1cccc(CCNC(=O)Cn2cnc(C(C)C)cc2=O)c1	0.088	60
i	CC(C)(C)NC(=O)Nc1ccc2c(c1)CC(=O)N2	0.066	55
i	O=C(NCC(c1cccs1)N1CCOCC1)c1ccc2c(c1)OCO2 (configuration not stated)	0.047	42
i	CC(=O)Oc1ccc2c(c1)O/C(=C\c1c(F)cccc1Cl)C2=O	0.097	60
i	CCC(=O)Nc1ccc(S(=O)(=O)NCCCc2ccc(N(C)C)cc2)cc1	0.12	48
i	COc1ccc(Cl)cc1S(=O)(=O)NCc1ccncc1	0.11	63
i	CCN1CCN(c2ncnc3sc4c(c23)CCC(C)C4)CC1 (configuration not stated)	0.096	39
i	CC(C)c1cccc(C(C)C)c1NC(=O)c1ccncc1	0.063&0.038	47&84
i	COc1cc(C(=O)NCc2ccsc2)cc(OC)c1OC	0.093	53
i	O=S(=O)(NCCC(O)c1cccs1)c1cccc(C(F)(F)F)c1 (configuration not stated)	0.17	49
i	CCOC(=O)C1=C(CS(=O)(=O)c2ccc(F)c(C)c2)NC(=O)NC1c1ccccc1 (configuration not stated)	0.1	64
i	NC(=O)C1CCN(c2oc(-c3ccco3)nc2S(=O)(=O)c2ccc(Cl)cc2)CC1	0.15	54
i	CCn1nccc1C(=O)Nc1nc2cc3c(cc2s1)OCCO3	0.14	55
i	CCOc1ccc(NC(=O)N2CCN(Cc3ccsc3)CC2)cc1	0.085	65
i	Cc1ccccc1NC(=O)CN1C(=O)S/C(=C\C(=O)Nc2ccccc2)C1=O	0.044	53
i	O=C(O)C(c1cccs1)N1CCNCC1 (configuration not stated)	0.033	31
i	CCc1ccc(S(=O)(=O)Nc2ccc(CC(=O)NCc3cccs3)cc2)s1	0.067	34
+	O=[N+]([O-])c1ccc(C2=NCCN2)cc1	0.15*	50*
i	C#CCOCC(O)CN1CCN(c2ccccc2)CC1 (configuration not stated)	0.091	65
i	N#C/C(=C\N1CCN(Cc2ccc3c(c2)OCO3)CC1)C(=O)NC1CCCCC1	0.12	51
i	O=C(CSCc1ccccc1)Nc1nc(-c2ccc3c(c2)OCCO3)cs1	0.12	52
i	CC(NC(=O)C12CC3CC(CC(C3)C1)C2)C(=O)N/N=C/c1ccc([N+](=O)[O-])o1 (configuration not stated)	0.13	53
i	Cn1cccc1C(CNS(=O)(=O)c1ccc2c(c1)CCCC2)N1CCOCC1 (configuration not stated)	0.062	62
i	CCc1ccc(N2CC(C)Cn3c2nc2c3c(=O)[nH]c(=O)n2C)cc1 (configuration not stated)	0.14	64
+	COC(=O)CSc1nc(-c2ccc(F)cc2)cc(C(F)(F)F)n1	0.04*	60*
i	COc1ccc(OC)c(-c2ccc(=O)n(CC(=O)Nc3ccc(C(C)C)cc3)n2)c1	0.091	98
i	CC(=O)N1CCc2c(sc(NC(=O)c3ccccc3F)c2-c2nc3ccccc3s2)C1	0.069	27
i	Cc1cc(C(=O)NC2CCCCC2N2C(=O)CSC2=O)no1 (configuration not stated)	0.075	73
i	Cc1cc(N2C(=O)CCS2(=O)=O)cc(C)c1S(=O)(=O)Nc1ccccc1C(C)C	0.2	52
i	COc1ccc(S(=O)(=O)Nc2nc(CC(=O)N3CCC(C(N)=O)CC3)cs2)cc1	0.084	51
i	COC(=O)c1ccc(NC(=O)C(=O)NCC(C)(O)C2CC2)cc1 (configuration not stated)	0.1	65
+	COc1ccc(CCNC(=O)C(=O)c2cn(CC(=O)N3CCOCC3)c3ccccc23)cc1	0.058*	32*
i	CC(C)(C)n1nc2c(c1-n1cccc1)CN(C(=O)c1cccc(-n3cnnn3)c1)C2	0.073	61
i	O=S(=O)(c1ccccc1Cl)N1CCC(c2cccs2)CC1	0.071	72
i	COc1ccc(NC(=O)C2CCCN(c3cnc4ccccc4n3)C2)cc1OC (configuration not stated)	0.083	81
i	COc1ccc(CCNS(=O)(=O)c2ccc(NC(=O)CSc3nc4sc(C)c(C)c4c(=O)[nH]3)cc2)cc1OC	0.06	48
i	Cc1csc(NC(=O)Cc2cc(-c3ccc4c(c3)OCCO4)on2)n1	0.036	53
i	Cc1cc(C)cc(-n2ccnc(SCC(=O)Nc3ccc(F)c(Cl)c3)c2=O)c1	0.048	62

Next section.
GluA2 TARP mod	structure	GluA2 TARP mod agonism max-min	GluA2 TARP mod glutamate slope
i	CC(=O)Nc1ccc(C2=NN(C(C)=O)C(c3ccco3)C2)cc1 (configuration not stated)	0.1	76
i	COC(=O)c1ccccc1NS(=O)(=O)c1cc2c3c(c1)CCC(=O)N3CCC2	0.066	60
i	CCc1ccc(N2CCn3c2nc2c3c(=O)n(CC(=O)O)c(=O)n2C)cc1	0.075	30
i	COc1ccccc1N1CCN(CC(O)COc2ccc(NC(C)=O)cc2)CC1 (configuration not stated)	0.027	48
i	CCCNC(=O)CCCCn1c(=O)c2ccccc2n(CC(=O)Nc2ccc(F)c(Cl)c2)c1=O	0.15	56
i	O=C(Nc1nc2cc3c(cc2s1)OCO3)c1ccno1	0.16	55
i	CS(=O)(=O)N1CCCC1C(=O)N(Cc1cccnc1)c1nc2ccc(F)cc2s1 (configuration not stated)	0.091	62
i	COc1cccc(C(=O)N2CCN(c3ncnc4c3nnn4-c3ccc(C)cc3)CC2)c1OC	0.049	50
i	CN1CCN(c2ccc(N3CCN(C(=O)c4ccc(Cl)c([N+](=O)[O-])c4)CC3)nn2)CC1	0.11	36
i	NC(=O)C1Cc2ccccc2N1C(=O)Cc1ccc(-c2ccccc2)cc1 (configuration not stated)	0.092	53
i	Cc1cccc(COC(=O)c2nnn(-c3ccc(F)cc3)c2C)c1	0.048	67
i	Cc1ccccc1N1CCCn2c1nc1c2c(=O)n(CC(N)=O)c(=O)n1C	0.05	46
i	CCC(=O)Nc1ccc(S(=O)(=O)Nc2ccc3c(c2)N(C(=O)c2ccccc2)CCC3)cc1	0.092	56
i	CC(=O)Nc1nn(C)c2c1C(c1ccco1)CC(=O)N2 (configuration not stated)	0.13	67
i	CCSc1nnc(NC(=O)CCc2csc(NC(=O)c3ccco3)n2)s1	0.1	65
i	O=C(NCc1ccccc1Cl)C(=O)NCC1CCN(c2ncccn2)CC1	0.093	64
i	Cc1cc(C(=O)N2CCN(Cc3nnnn3-c3ccc(F)c(F)c3)CC2)no1	0.082	55
i	O=C(Nc1sccc1-c1nc2ccccc2s1)c1c[nH]c2ccccc12	0.11	78
i	CC(C)S(=O)(=O)c1cccc(C(=O)Nc2ncnc3sccc23)c1	0.053	59
i	O=C(NC1(c2nc(-c3cnccn3)no2)CCCCC1)C1COc2ccccc2O1 (configuration not stated)	0.058	47

A different layout for 17 compounds above.
smiles | GluA2 TARP mod | GluA2 TARP mod agonism max-min | GluA2 TARP mod glutamate slope
COc1ccc(S(=O)(=O)N2CCCOC2CNC(=O)C(=O)NCCC(C)C)cc1C (configuration not stated) | i | 0.045 | 66
Cc1nn(-c2ccc(F)cc2)c2ncc(C(=O)NCc3ccccc3Cl)c(Cl)c12 | i | 0.029 | 33
CCOC(=O)c1cn(CC(=O)Nc2ccc(OCC)cc2)c2nc(C)ccc2c1=O | i | 0.15 | 53
Cc1ccc(Cl)cc1S(=O)(=O)NCc1ccsc1 | i | 0.096 | 26
O=C(Nc1ccc(Br)cc1F)c1ccc(=O)n(Cc2cccc([N+](=O)[O-])c2)c1 | i | 0.12 | 44
CS(=O)(=O)N1CCC(C(=O)NC2CCCCC2N2C(=O)CSC2=O)CC1 (configuration not stated) | i | 0.085 | 64
CCOc1cccc2sc(N(Cc3ccccn3)C(=O)C3CCCN(S(C)(=O)=O)C3)nc12 (configuration not stated) | i | 0.076 | 56
Cc1csc(NC(=O)Cc2csc(Nc3ccc(F)cc3)n2)n1 | i | 0.22 | 42
Cc1ccc(N2CC(c3nc4ccccc4n3C(C)C)CC2=O)cc1 (configuration not stated) | i | 0.057 | 71
O=C(C1CCN(c2ccc(-c3cccs3)nn2)CC1)N1CCc2ccccc21 | i | 0.12 | 52
O=c1cc(-c2ccccc2)nc(SCc2nc(-c3cccs3)no2)[nH]1 | i | 0.093 | 52
Cc1c(Cl)cccc1S(=O)(=O)Nc1ccc(CC(=O)N2CCCC2)cc1 | i | 0.14 | 50
CCOc1ccc(-c2nc(NC(=O)C3CCCN3S(C)(=O)=O)sc2C)cc1 (configuration not stated) | i | 0.17 | 63
Cc1cccc(-n2ncc3c(=O)[nH]c(-n4nc(C)cc4NC(=O)c4ccccc4C(F)(F)F)nc32)c1 | i | 0.065 | 51
O=C(COc1cccc(Cl)c1)NCCOc1ccc2nnc(-c3ccc(F)cc3)n2n1 | i | 0.073 | 60
O=C(CSc1nc(=O)n(CCO)c2c1CCCC2)Nc1nccs1 | i | 0.035 | 52
COC(=O)c1ccc(NC(=O)C(=O)NCC(c2cccn2C)N2CCCCCC2)cc1 (configuration not stated) | i | 0.064 | 56

(more compounds)
GluA2 TARP mod	structure	GluA2 TARP mod agonism max-min	GluA2 TARP mod glutamate slope
i	CN(Cc1ccco1)S(=O)(=O)c1ccc(C(=O)Nc2nc(-c3cccs3)cs2)cc1	0.049	60
i	O=C(CN1N=NC2C(=O)N(c3ccc(Br)cc3)C(=O)C21)Nc1cccc(F)c1 (configuration not stated)	0.11	44
i	COc1ccccc1N1CCN(CC(O)COCCOc2ccc(Br)cc2)CC1 (configuration not stated)	0.058	59
i	C/C=C/C(=O)Nn1cnc2c(cnn2-c2ccccc2)c1=O	0.04	33
i	Cc1cc(C(=O)Nc2nnc(CCSc3ccccc3)o2)on1	0.062	43
i	CCN(CC)C(=O)Cn1cc(C(=O)C(=O)NCc2ccc(OC)cc2)c2ccccc21	0.042	57
i	CC(C)NC(=O)NC1C2CC3CC(C2)CC1C3 (configuration not stated)	0.086	46
i	COC(=O)N1CCC(CNS(=O)(=O)c2ccc(C(F)(F)F)cc2)CC1	0.12	53
i	Cc1nc(-c2ccccc2)sc1CC(=O)Nc1ccccc1C(N)=O	0.11	59
i	CSc1ccc(CC(=O)N(Cc2ccco2)c2nc3ccccc3s2)cc1	0.07	57
i	COc1ccc(Cc2nnc(C3CCN(C(=O)c4ccc(=O)n(C)n4)CC3)s2)cc1	0.11	58
i	COc1ccc(Cl)cc1C(=O)NCCOc1ccccc1	0.077	67
i	CC(C)(C)OC(=O)N1CCC(CO)CC1	0.11	63
i	CCCOc1cccc(C2C(C(=O)c3cccs3)=C(O)C(=O)N2CCCN(C)C)c1 (configuration not stated)	0.12	53
i	COc1cn(CC(=O)NCc2ccco2)c(CSc2nncn2C)cc1=O	0.046	48
+	O=C(Nc1cccc(-c2cnc3n2CCC3)c1)c1ccc(Br)o1	0.28*	57*
i	COc1ccc(OC)c(NC(=O)c2cc3ccccc3o/c2=N\NS(=O)(=O)c2ccccc2)c1	0.11	59
i	CCOC(=O)CCC(=O)N1CC(c2nc(C)no2)C1	0.15	64
i	CCn1c(SCC(C)=O)nnc1-c1cn(C)nc1OC	0.058	25
i	CCc1cc2c(=O)c(-c3ccc(Br)cc3)coc2cc1OC	0.066	25
i	Cc1ccc(S(=O)(=O)CCCC(=O)Nc2cc(C)on2)cc1	0.05	47
i	Cc1cc(-c2nnc(NC(=O)c3cc4ccccc4o3)o2)nn1C	0.17	46

High-throughput results from PubChem.

An excerpt. The share of hits here may be higher or lower than overall.
